Source: PubChem BioAssay (several laboratories)
AGP1 TOR yeast: yeast TOR pathway AGP1-GFP modulation; AID 2066; GFP response vs DMSO, % at 10 µM; 320,000 compounds, 0.02% hits; S. cerevisiae AGP1-GFP multiplex flow cytometry, 3 h; GFP as percent of DMSO wells;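 active = GFP response relative to DMSO above a set limit, near screen average plus 3 SD, cut at about 150% in these data; inconclusive = fewer than 70 cells counted for the yeast strain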;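 also: median GFP channel fluorescence of the gated AGP1 strain per well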
MEP2 TOR yeast: modulators of TOR pathway MEP2-GFP in S. cerevisiae; S. cerevisiae MEP2-GFP strain, flow cytometry GFP, 3 h; 100% = DMSO control level; GFP response vs DMSO, % at 10 µM; 330,000 compounds, 0.51% hits; AID 2016;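 active = GFP response versus DMSO above a set limit, roughly screen mean plus 3 SD, cut at about 180% in these data; inconclusive = fewer than 70 cells counted for a yeast strain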;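 also: median GFP fluorescence of the barcode-gated MEP2-GFP cells per well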
CIT2 TOR yeast: yeast TOR pathway CIT2-GFP modulation. S. cerevisiae CIT2-GFP strain, flow cytometry, 3 h; 100 means same as DMSO wells. GFP response vs DMSO, % at 10 µM. 320,000 compounds, 0.065% hits. AID 2029;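 active = GFP response relative to DMSO above a set limit, near the screen mean plus 3 SD, cut at about 150% in these data; inconclusive = Fewer than 70 cells measured for a yeast strain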;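 also: ratio of well median GFP fluorescence to mean of DMSO wells on the plate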
Efflux pump mplx: blocks antifungal efflux pumps in multiplex yeast assay; S. cerevisiae Candida pump triplex, Nile Red efflux; inhibition, % at 10 µM; 330,000 compounds, 0.44% hits; AID 485275;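 active = plate passing quality check with inhibition over a set limit, or well fluorescence over plate mean plus 4 SD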;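 also: Nile Red retained in pooled yeast measured as flow cytometry median fluorescence; 0% = buffer negative control and 100% = Enniatin B positive control; higher means more Nile Red kept so more efflux inhibition; some compounds called inactive have numbers as strong as hits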
RPL19A TOR yeast: yeast TOR pathway RPL19A-GFP modulation; S. cerevisiae RPL19A-GFP strain, flow cytometry, 3 h; hits give low values; AID 2025; 330,000 compounds, 0.3% hits; percent response vs DMSO, % at 10 µM;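 active = percent response vs DMSO below 50%; inconclusive = fewer than 70 events counted for the yeast strain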;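 also: median channel GFP fluorescence of the barcoded RPL19A-GFP strain; ratio of sample median GFP to plate DMSO average so 100% = DMSO; lower means less RPL19A-GFP as with rapamycin TOR inhibition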
CR mimetic SO: lowers age-related superoxide in aged yeast cells; S. cerevisiae aged cells, superoxide DHE fluorescence; hits give low values; superoxide response (% of plate mean), % at 10 µM; 330,000 compounds, 0.18% hits; AID 2690;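 active = superoxide response under a set limit, about three screen SD below normal, cut at about 65% in these data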;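 also: yeast aged for seven days with compound at 30 °C before DHE staining; 100% = average MFI of all compound-treated wells on the plate with controls excluded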
AHR act: activators of human aryl hydrocarbon receptor; P35869; AHR-responsive luciferase reporter cells, luminescence; activation, % at 5 µM; 320,000 compounds, 2.5% hits; AID 2796; in the data active = activation above about 47%;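 also: 0% = vehicle wells and 100% = reference agonist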
Target sequence (P35869 whole entry, looked up): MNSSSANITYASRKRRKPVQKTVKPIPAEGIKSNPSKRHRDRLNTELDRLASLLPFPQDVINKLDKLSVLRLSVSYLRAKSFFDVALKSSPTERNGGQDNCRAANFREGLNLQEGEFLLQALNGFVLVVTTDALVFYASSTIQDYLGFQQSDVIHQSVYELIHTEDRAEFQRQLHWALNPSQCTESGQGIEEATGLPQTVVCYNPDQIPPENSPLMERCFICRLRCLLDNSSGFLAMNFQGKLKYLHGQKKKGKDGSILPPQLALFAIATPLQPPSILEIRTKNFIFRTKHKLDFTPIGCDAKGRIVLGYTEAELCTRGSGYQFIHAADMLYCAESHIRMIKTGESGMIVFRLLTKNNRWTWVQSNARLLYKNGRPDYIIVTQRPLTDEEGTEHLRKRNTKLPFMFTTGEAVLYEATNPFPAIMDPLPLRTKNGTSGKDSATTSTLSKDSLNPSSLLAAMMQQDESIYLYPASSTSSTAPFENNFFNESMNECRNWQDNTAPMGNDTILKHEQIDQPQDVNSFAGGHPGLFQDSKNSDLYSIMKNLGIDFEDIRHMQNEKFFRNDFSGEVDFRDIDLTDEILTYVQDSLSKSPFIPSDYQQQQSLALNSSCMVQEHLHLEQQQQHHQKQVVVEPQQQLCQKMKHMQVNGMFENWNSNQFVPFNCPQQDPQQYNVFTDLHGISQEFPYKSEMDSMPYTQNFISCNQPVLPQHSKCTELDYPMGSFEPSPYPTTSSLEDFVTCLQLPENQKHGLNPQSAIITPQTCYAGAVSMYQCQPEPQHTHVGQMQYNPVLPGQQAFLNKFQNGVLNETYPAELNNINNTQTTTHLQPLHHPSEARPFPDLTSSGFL
LAP4 TOR yeast: modulators of TOR pathway LAP4-GFP in S. cerevisiae | AID 2023 | 320,000 compounds, 0.34% hits | S. cerevisiae LAP4-GFP multiplex, flow cytometry GFP, 3 h; median GFP as percent of DMSO wells | GFP response vs DMSO, % at 10 µM;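 active = GFP response vs DMSO above a set limit, about the screen mean plus 3 SD, cut at about 150% in these data; inconclusive = under 70 cell events counted for the yeast strain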
Starred values were filed as active, the others as inactive; ? = inconclusive; nt = not tested or not shown; [ ] = dose if it differs, or a comment.

SMILES	AGP1 TOR yeast	MEP2 TOR yeast	CIT2 TOR yeast	Efflux pump mplx	RPL19A TOR yeast	CR mimetic SO	AHR act	LAP4 TOR yeast
CNC(=O)C1CC(=O)N(CCc2ccc(C)cc2)C1 (configuration not stated)	98	113	102	0.1	103	93	2	98
COc1ccc(NCC(=O)Nc2cc(S(=O)(=O)N3CCOCC3)ccc2N2CCOCC2)c(OC)c1	100	99	94	0.1	96	87	-4	96
Nc1cc(=O)[nH]c(SCC(=O)Nc2cccnc2Cl)n1	99	106	106	0.0	100	99	1	95
COc1cc(C=O)ccc1OCCSc1ccc(C)cc1	99	102	79	0.1	95	96	1	128
C/C(=N\Nc1ccc(Cl)c(C(=O)O)c1)c1cccc2ccccc12	93	90	92	-0.1	93	136	3	92
CCN(CC)C(=O)c1ccccc1NS(=O)(=O)c1cccs1	95	99	103	0.1	107	108	1	77
CC(C)CCn1cnc2c(oc3nc4c(cc32)CCCC4)c1=O	119	117	104	0.0	101	93	-4	116
CSc1ccc(NC(=O)N2CCN(c3nc4ccccc4s3)CC2)cc1	?	212*[may fluoresce violet]	?	-0.1	60[may fluoresce violet]	100	-6	94[may fluoresce violet]
CC(=O)c1c(C)[nH]c(C(=O)OCc2nc3ccsc3c(=O)[nH]2)c1C	114	98	100	0.0	100	100	26	100
CCN(CC)CCNC(=O)Cc1nn(CC)c(=O)c2ccccc12	94	90	96	0.5	94	89	-1	88
Cc1ccc(Cc2c(C)nc3nc(SCC(=O)NCCCN4CCOCC4)nn3c2C)cc1	89	100	100	-0.1	96	100	1	94
O=C(C(c1ccccc1)c1ccccc1)N1CCCc2ccccc21	99	98	nt	0.2	102	118	5	78
Cc1cc(NC(NC(=O)c2ccco2)(C(F)(F)F)C(F)(F)F)no1	101	99	108	-0.1	100	87	1	98
CCc1noc(C)c1C(=O)NC1CC(C)(C)Cc2c1cnn2-c1ccccc1 (configuration not stated)	101	98	94	-0.1	97	106	-1	104
CC(C)(C)C1CCC(OC(=O)c2ccncc2)CC1 (configuration not stated)	87	89	84	0.1	87	97	-3	89
Cc1ccc(NC(=O)Cn2nc(C)c([N+](=O)[O-])c2C)cc1C	96	88	94	-0.1	92	96	4	95
Cc1ccc(-n2c(C)cc(/C=C(\C#N)C(=O)NCC3CCCO3)c2C)cc1 (configuration not stated)	97	97	95	0.4	99	94	17	101
CC1CC(C)(C)NC(=S)N1CCCC(=O)Nc1ccc2c(c1)OCCO2 (configuration not stated)	113	101	93	-0.1	103	92	6	95
O=C(/C=C/c1cccs1)c1cc(Cl)ccc1O	101	94	101	0.0	101	130	3	92
CS(=O)(=O)c1ccc(Cl)c(NC(=O)CCl)c1	97	97	100	-0.1	97	92	0	97
CCc1cc(/C(Cc2ccccn2)=N\Nc2ccccc2)c(O)cc1O	94	97	94	0.1	96	114	77*	104
CC1CN(C(=O)Cn2cc(SCC(=O)N3CCOCC3)c3ccccc32)CC(C)O1 (configuration not stated)	105	97	102	0.0	96	97	0	107
COc1ccc(OC)c(-c2csc(NC(=O)Cc3ccc(OC)c(OC)c3)n2)c1	99	97	100	-0.3	96	93	-7	107
COc1ccccc1NS(=O)(=O)c1ccccc1C#N	96	99	96	0.1	96	125	-2	95
O=C(NCc1ccc(Cl)cc1)N1CCN(Cc2ccccc2)CC1	100	110	101	0.0	102	107	-1	95

Random excerpt: four compounds from above, in no set order.
SMILES	AGP1 TOR yeast	MEP2 TOR yeast	CIT2 TOR yeast	Efflux pump mplx	RPL19A TOR yeast	CR mimetic SO	AHR act	LAP4 TOR yeast
COc1ccc(NCC(=O)Nc2cc(S(=O)(=O)N3CCOCC3)ccc2N2CCOCC2)c(OC)c1	100	99	94	0.1	96	87	-4	96
CC(C)CCn1cnc2c(oc3nc4c(cc32)CCCC4)c1=O	119	117	104	0.0	101	93	-4	116
CNC(=O)C1CC(=O)N(CCc2ccc(C)cc2)C1 (configuration not stated)	98	113	102	0.1	103	93	2	98
COc1ccccc1NS(=O)(=O)c1ccccc1C#N	96	99	96	0.1	96	125	-2	95

(cont.)
SMILES	AGP1 TOR yeast	MEP2 TOR yeast	CIT2 TOR yeast	Efflux pump mplx	RPL19A TOR yeast	CR mimetic SO	AHR act	LAP4 TOR yeast
Cc1cc(C)cc(C(=O)NCC(=O)OCc2nc(N)nc(Nc3ccccc3C)n2)c1	96	99	102	0.1	96	97	0	98
CC(NC(=S)Nc1cccc(F)c1)C(c1cccs1)N1CCOCC1 (configuration not stated)	106	108	94	-0.1	98	102	3	115
COc1ccc(CNC(=O)c2c(O)c3ccccc3n(C)c2=O)cc1OC	94	100	91	-0.1	95	111	-4	97
CN(C)C(CNC(=O)CCOc1ccccc1)c1ccco1 (configuration not stated)	101	93	98	0.0	94	98	-1	104
NN/C(=C\[N+](=O)[O-])Nc1ccc(Cl)cc1	93	108	105	0.1	104	79	21	110
COc1ccc(S(=O)(=O)CCc2nc3ccccc3s2)cc1	113	106	95	0.1	98	100	-3	109
O=C(CSc1nnc(CNC(=O)c2c(F)cccc2Cl)o1)NCc1ccccc1	95	114	99	0.1	97	84	-1	90
C=CCn1c(-c2cccs2)nc2ccccc21	91	100	92	0.1	100	94	19	106
Cc1nn(C)cc1CN(C)C(=O)CC12CC3CC(CC(C3)C1)C2	104	101	100	0.1	104	97	-1	103
Cc1c(C(=O)OCC(=O)N2CC(C)OC(C)C2)oc2ccc(Br)cc12 (configuration not stated)	102	98	95	0.1	100	111	0	101
Cc1nc(SCC(=O)CC(=O)OC(C)C)c(C#N)c(C)c1C	101	104	100	0.1	99	86	1	108
CCOC(=O)N1CCN(c2ccc(N3C(=O)CCCC3=O)cc2[N+](=O)[O-])CC1	106	103	100	0.3	102	122	1	106
CCOC(=O)C1=C(CC)Nc2ccccc2N/C1=N\S(=O)(=O)c1ccc2ccccc2c1	98	98	90	-0.3	93	95	2	102
O=C(CSc1nc2ncc(Cl)cc2[nH]1)N(Cc1ccccc1)C1CCS(=O)(=O)C1 (configuration not stated)	108	108	116	0.0	128	91	6	112
Cc1nn(Cc2ccccc2)c(C)c1NC(=O)CCCn1nc(C)c([N+](=O)[O-])c1C	85	96	108	0.3	111	102	0	85
CC(Sc1ccc2c(c1)OCCO2)C(=O)Nc1ccc2c(c1)OCO2 (configuration not stated)	102	106	101	0.0	101	94	5	102
Cc1nc(Nc2ccc(S(=O)(=O)N3CCCC3)cc2)c2nnn(Cc3ccccc3)c2n1	104	105	103	0.6	107	100	0	98
O=C(O)CCn1ccc2cc(S(=O)(=O)N3CCCCCC3)ccc21	98	98	92	0.0	102	98	3	91
CCOC(=O)C1CCCN(CC(=O)Nc2c(C(=O)OC)[nH]c3ccc(Br)cc23)C1 (configuration not stated)	97	101	99	0.2	98	88	8	103
CC(=O)c1ccc(-c2nc3ccccc3n2C)o1	89	94	91	-0.1	85	104	0	96
Cc1cccc(N2CCN(C(=O)c3ccc(NC4=NC5CS(=O)(=O)CC5S4)cc3)CC2C)c1 (configuration not stated)	109	104	105	0.0	107	127	1	102
Cc1cccc(N2CCN(C(=O)n3ccnc3)CC2)c1C	95	91	98	0.0	93	94	-5	92
CCCN(C(=O)Cc1ccc(S(=O)(=O)N2CCOCC2)s1)c1c(N)n(Cc2ccccc2)c(=O)[nH]c1=O	102	100	102	0.8	101	105	-4	80
Cc1nc(N=Nc2ccc(O)cc2)n[nH]1	99	107	91	-0.1	96	88	13	104
Cn1c(CSCc2ccc(F)cc2)nnc1SCC(=O)Nc1nccs1	106	101	100	0.0	99	82	0	99

As entered above:
CR mimetic SO result of NN/C(=C\[N+](=O)[O-])Nc1ccc(Cl)cc1 = 79
CR mimetic SO result of O=C(CSc1nnc(CNC(=O)c2c(F)cccc2Cl)o1)NCc1ccccc1 = 84
RPL19A TOR yeast result of CNC(=O)C1CC(=O)N(CCc2ccc(C)cc2)C1 (configuration not stated) = 103
MEP2 TOR yeast result of COc1ccccc1NS(=O)(=O)c1ccccc1C#N = 99
Efflux pump mplx result of CSc1ccc(NC(=O)N2CCN(c3nc4ccccc4s3)CC2)cc1 = -0.1

Part of the list above, with two lines to a compound:
Fields – AGP1 TOR yeast, MEP2 TOR yeast, CIT2 TOR yeast, Efflux pump mplx, RPL19A TOR yeast, CR mimetic SO, AHR act, LAP4 TOR yeast
Cc1nc(N=Nc2ccc(O)cc2)n[nH]1
 : 99, 107, 91, -0.1, 96, 88, 13, 104
Cn1c(CSCc2ccc(F)cc2)nnc1SCC(=O)Nc1nccs1
 : 106, 101, 100, 0.0, 99, 82, 0, 99

Carrying on:
SMILES	AGP1 TOR yeast	MEP2 TOR yeast	CIT2 TOR yeast	Efflux pump mplx	RPL19A TOR yeast	CR mimetic SO	AHR act	LAP4 TOR yeast
Cc1ccc2oc(=O)c3cnn(CC(=O)NC4CCN(Cc5ccccc5)CC4)c3c2c1	90	111	98	0.0	99	88	-1	115
Cc1ccc2nc(N(CCCN(C)C)C(=O)c3ccc(S(=O)(=O)N4CCCCCC4)cc3)sc2c1	105	95	101	0.4	102	100	-14	99
NS(=O)(=O)c1ccc(NC(=O)Cn2ncc3c2-c2ccccc2OC3)cc1	98	98	94	0.3	103	98	1	106
O=C(c1ccc(S(=O)(=O)NCc2ccco2)cc1)N1CCN(c2ccc(F)cc2)CC1	97	101	96	0.0	97	95	0	103
COc1ccc(CN2CCc3c([nH]c4ccccc34)C2)cc1Br	98	104	92	0.1	103	100	18	98
O=C(O)c1cccc(-n2nc(-c3ccc(Cl)c([N+](=O)[O-])c3)c3ccccc3c2=O)c1	101	102	94	0.1	97	97	-2	99
CCN(C(=O)c1cccs1)c1nc(-c2ccc(OC)cc2)cs1	108	101	108	0.1	104	107	6	113
O=C(CSc1nnc2ccc(-c3cccnc3)nn12)Nc1ccc(F)cc1	108	99	84	0.0	100	85	61*	99
CCOc1ccc(CCNC(=O)COC(=O)Cn2nc(C)c([N+](=O)[O-])c2C)cc1OCC	?	91	87	0.0	85	100	0	?
CCS(=O)(=O)c1ccc2oc(Nc3ccc(OC)cc3)nc2c1	100	109	125	0.2	101	115	33	90
Cc1ccc(N2CC(C(N)=O)CC2=O)cc1C (configuration not stated)	98	98	92	0.0	95	92	0	98
Cc1cc([N+](=O)[O-])cc(/C=N/n2c(C)nc3ccccc3c2=O)c1O	97	97	80	0.0	92	110	1	144
CCOC(=O)C(=Cc1ccc(F)cc1)C(=O)OCC	25	188*	107	-0.1	65	82	0	122
COCCN(CCOC)C(=O)C12CCC(C)(C(=O)C1)C2(C)C (configuration not stated)	105	103	nt	0.1	111	82	1	116
COc1ccc(CN2CCNC(=O)C2CC(=O)NCC(C)(C)N2CCOCC2)cc1C (configuration not stated)	96	99	89	0.1	95	121	61*	95
O=C(NC(CCl)c1ccccc1)c1ccc(Cl)cc1 (configuration not stated)	103	105	106	0.1	98	104	2	96
CCOC(=O)C(C)n1cnc2c(nnn2-c2ccc(OC)cc2)c1=O (configuration not stated)	99	100	95	0.1	100	90	8	105
O=C(c1ccc(CNS(=O)(=O)c2cccc(Cl)c2)cc1)N1CCCC1	94	101	104	0.3	101	102	-2	102
CC1CC1C(=O)N(C)CC(=O)Nc1ccc(Cl)c(C(F)(F)F)c1 (configuration not stated)	107	97	97	0.0	94	102	0	107
